High-throughput results deposited in PubChem by several laboratories.
BCLXL inh: Bcl-xL (human) inhibition; Q07817; inhibition, % at 10.9 µM; hit rate 0.7% among 320,000; GST-Bcl-xL / FITC-Bim BH3 peptide fluorescence polarization;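 active = inhibition above the mean of all tested compounds plus 3 SD, cutoff set per campaign, cut at about 30% in these data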;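 also: 0% = DMSO wells and 100% = unlabeled Bim-BH3 peptide competitor; inhibitors lower millipolarization by displacing the labeled peptide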
GLD-1 RNA inh: GLD-1-TGE RNA interaction inhibition (C. elegans); hit rate 0.44% among 320,000; Q17339; inhibition, % at 5.96 µM; purified GLD-1 + fluorescein TGE RNA, fluorescence polarization; AID 2280;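 active = percent inhibition above a per-plate cutoff, the plate mean of test compounds plus 3 SD, cut at about 30% in these data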;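 also: 0% = DMSO wells with GLD-1 and probe and 100% = wells lacking GLD-1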
PME-1 inh: blocks human protein phosphatase methylesterase 1. Q9Y570. recombinant PME-1, FP-Rh probe fluorescence polarization. inhibition, % at 5.9 µM. hit rate 0.53% among 320,000. AID 2130;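 active = inhibition above the campaign mean of all compounds plus 3 SD, cut at about 26% in these data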;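 also: competitive labeling of PME-1 active site by serine hydrolase directed probe; 0% = PME-1 with DMSO and 100% = wells lacking PME-1 enzyme; inhibitors block probe labeling so polarization falls and inhibition rises; many of its hits are not listed in these tables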
GSTO1 inh: GSTO1 inhibition, counter-screen for RBBP9 inhibitors; P78417; recombinant GSTO1, activity-based probe fluorescence polarization; inhibition, % at 5.96 µM; hit rate 1.1% among 300,000;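 active = inhibition above the campaign mean inhibition plus 3 SD, cut at about 35% in these data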;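 also: 0% = GSTO1-1 with DMSO and 100% = wells lacking GSTO1-1 enzyme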
Fam108B inh: blocks mouse Fam108B hydrolase in RBBP9 counter-screen. inhibition, % at 9.51 µM. hit rate 0.33% among 300,000. recombinant Fam108B, FP-Rh probe fluorescence polarization;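 active = inhibition above the screen mean inhibition plus 3 SD, computed separately per campaign, cut at about 18% in these data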;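 also: inhibitors lower polarization as less probe binds the enzyme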
MCL1-BIM inh: MCL1-BIM-BH3 interaction inhibition (human); inhibition, % at 10.9 µM; hit rate 0.68% among 320,000; GST-MCL1 / FITC-Bim-BH3 fluorescence polarization; AID 2057;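 active = inhibition above the mean inhibition of all tested compounds plus 3 SD, set per campaign, cut at about 40% in these data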;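 also: 0% = DMSO wells and 100% = unlabeled Bim-BH3 peptide control; higher means more loss of mP so more displacement of Bim peptide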
Target sequence (Q07820 whole entry, looked up): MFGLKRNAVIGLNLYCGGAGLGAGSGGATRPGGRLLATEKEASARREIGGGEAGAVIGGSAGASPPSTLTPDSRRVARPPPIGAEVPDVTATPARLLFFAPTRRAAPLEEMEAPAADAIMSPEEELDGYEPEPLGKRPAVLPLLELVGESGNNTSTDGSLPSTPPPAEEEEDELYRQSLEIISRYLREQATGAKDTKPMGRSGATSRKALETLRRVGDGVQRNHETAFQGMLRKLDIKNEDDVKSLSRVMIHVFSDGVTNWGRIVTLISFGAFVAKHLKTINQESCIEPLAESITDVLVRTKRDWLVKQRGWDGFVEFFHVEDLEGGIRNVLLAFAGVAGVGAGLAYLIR
TPT1 inhibitor: blocks Candida albicans tRNA 2'-phosphotransferase | recombinant caTPT1, FP RNA substrate dephosphorylation | inhibition, % at 5 µM | hit rate 0.81% among 300,000;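 active = inhibition above the mean of all tested compounds plus 3 SD, set per screening campaign, cut at about 24% in these data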;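 also: plate controls were DMSO alone for no effect and ferristatin control at 100 nM for full effect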
MEX-5 binding: C. elegans MEX-5 TCR-2 RNA binding activity; activity score (negative = inhibition of binding), % at 10 µM; hit rate 0.38% among 300,000; AID 1832; Q9XUB2; MEX-5/FITC-TCR2 RNA binding, fluorescence polarization; stronger effect = lower value;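 active = inhibition past about -25% in most replicates, and total fluorescence under double the plate's negative control median, limit read from the data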;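 also: 0% = DMSO and -100% = 5 µM competing unlabeled TCR2 RNA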
PAD4 FP inh: blocks human protein arginine deiminase 4; Q9UM07; recombinant PAD4, RCA probe fluorescence polarization; inhibition, % at 6.36 µM; hit rate 0.41% among 330,000; AID 485272;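 active = percent inhibition above a cutoff equal to the mean of all tested compounds plus 3 SD, cut at about 15% in these data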;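 also: 0% = PAD4 with RCA probe and DMSO and 100% = probe without PAD4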
Target sequence (Q9UM07 whole entry, looked up): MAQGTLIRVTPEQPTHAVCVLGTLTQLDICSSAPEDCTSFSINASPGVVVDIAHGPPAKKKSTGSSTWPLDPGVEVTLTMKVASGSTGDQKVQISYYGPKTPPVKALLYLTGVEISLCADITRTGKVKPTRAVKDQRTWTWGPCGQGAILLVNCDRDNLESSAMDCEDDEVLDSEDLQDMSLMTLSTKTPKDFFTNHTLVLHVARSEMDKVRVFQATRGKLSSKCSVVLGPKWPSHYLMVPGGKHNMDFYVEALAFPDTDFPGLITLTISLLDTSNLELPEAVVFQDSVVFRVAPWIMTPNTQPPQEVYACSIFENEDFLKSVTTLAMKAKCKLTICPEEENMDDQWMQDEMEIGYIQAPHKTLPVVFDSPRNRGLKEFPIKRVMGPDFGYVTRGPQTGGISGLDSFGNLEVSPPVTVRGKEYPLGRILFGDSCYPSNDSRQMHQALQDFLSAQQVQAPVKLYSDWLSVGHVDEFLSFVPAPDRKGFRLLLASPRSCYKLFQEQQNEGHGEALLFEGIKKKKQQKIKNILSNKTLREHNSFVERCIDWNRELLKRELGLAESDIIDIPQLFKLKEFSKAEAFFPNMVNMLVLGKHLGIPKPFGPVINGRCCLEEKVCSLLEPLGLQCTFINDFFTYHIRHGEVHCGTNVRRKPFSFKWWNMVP
Active calls of the source: *. The list is partial. The share of hits here may be higher or lower than overall.

SMILES | BCLXL inh | GLD-1 RNA inh | PME-1 inh | GSTO1 inh | Fam108B inh | MCL1-BIM inh | TPT1 inhibitor | MEX-5 binding | PAD4 FP inh
Cc1cccc(N(C(=O)c2ccc(CN3CCOCC3)o2)C(C(=O)NC2CCCCC2)c2ccc(F)cc2)c1 (stereo not drawn) | -3.0 | 2.9 | -7.0 | 3.9 | -5.8 | 1.7 | -0.5 | 1.1 | 1.6
COc1cccc(CNC(=O)C2CCN(S(=O)(=O)c3ccc(C)cc3)CC2)c1 | -2.0 | 3.4 | 18.0 | 5.4 | 3.0 | -4.3 | 3.3 | -4.1 | -2.3
C=CCNC(=S)N1CCN(CCN=Cc2c(C)[nH]n(-c3ccc([N+](=O)[O-])cc3)c2=O)CC1 | 2.0 | -6.1 | -2.7 | 14.8 | 1.6 | 8.0 | -1.3 | 2.2 | -4.9
O=C(Oc1cccc2cccnc12)c1cccc(N2C(=O)C3C4CCC(C4)C3C2=O)c1 (stereo not drawn) | 3.7 | 2.5 | 5.8 | -2.9 | 0.3 | 12.6 | -4.0 | 0.1 | -6.2
COc1ccc(/C=N/NC(=O)c2cccnc2)cc1CN1CCc2cc(OC)c(OC)cc2C1C (stereo not drawn) | 5.0 | -4.4 | -0.3 | 5.0 | -3.5 | 11.3 | -0.7 | 1.6 | -4.2
COc1ccc(N(CC(=O)N2CCN(C)CC2)S(=O)(=O)c2ccccc2)cc1OC | 5.8 | 5.7 | 1.8 | 9.7 | -3.7 | 1.8 | -0.5 | -2.1 | 3.5
CC1(C)COC2(OC1)C(=O)Nc1ccccc12 | 4.3 | 5.3 | 6.4 | 6.9 | 2.4 | 4.4 | -1.0 | 2.5 | 0.5
COc1ccc2cc(-c3ccon3)ccc2c1 | 6.7 | 10.0 | -1.6 | 3.5 | -0.1 | 7.8 | 1.8 | 2.8 | 1.4
O=C(Nc1cccc2c1CCCC2)C1CCN(c2nnnn2-c2ccccc2)CC1 | -0.5 | -1.3 | 1.9 | -4.2 | 3.2 | 2.8 | -4.6 | 1.9 | 1.2
Cc1cc(-c2nnc(CCC(=O)N(CC3CC3)CC3CCCO3)o2)no1 (stereo not drawn) | 5.5 | 2.5 | 6.4 | -3.5 | -0.2 | 11.1 | -2.0 | 0.2 | 1.1
CN(c1c[nH]c(=O)[nH]c1=O)C1CCCCC1 | -1.8 | 7.4 | 1.6 | -5.8 | -0.2 | 1.4 | 0.8 | 0.4 | 5.7
COc1ccc(C)cc1NC(=O)C(Sc1nnc(-c2cccs2)o1)c1ccccc1 (stereo not drawn) | 0.8 | -0.6 | -6.0 | 0.0 | -3.6 | 5.1 | -0.3 | 0.3 | -0.9
CC(C)(C)c1ccc(S(=O)(=O)NCc2ccccn2)cc1 | -2.1 | 7.4 | 1.1 | -1.8 | 0.2 | -1.6 | 1.1 | -1.3 | -0.5
CCOC(=O)C(C)n1cnc2c(nnn2-c2cccc(Cl)c2)c1=O (stereo not drawn) | 1.7 | 7.8 | 4.3 | 7.5 | -2.7 | 1.6 | -4.0 | -0.7 | 3.8
Nc1ccc2nc(CCCO)[nH]c2c1 | 3.4 | -0.1 | 3.4 | 9.2 | 3.3 | 1.9 | -3.0 | -48.7* | -10.4
COc1ccc(C(C)=O)cc1Cn1nc(C)c([N+](=O)[O-])c1C | 6.5 | 4.6 | 2.8 | 5.2 | 3.3 | 7.0 | -2.4 | -1.4 | -3.5
COc1ccccc1N(C)S(=O)(=O)c1ccc(C(=O)NC(C)(C)C)cc1 | 3.1 | 2.5 | 4.0 | 1.7 | -2.8 | -0.4 | -1.1 | 2.3 | -0.2
CCOc1ccc(CNC(=O)c2ccc(NC(=O)C3=CSCCO3)cc2)cc1 | 1.6 | 1.9 | 6.1 | -7.7 | 6.5 | -2.3 | 2.8 | -1.7 | 1.6
CC(C)Cn1c(N)c(C(=O)COC(=O)CCc2nc3ccccc3s2)c(=O)n(C)c1=O | 3.0 | -9.2 | -2.3 | 6.9 | -1.6 | 7.6 | -6.1 | -1.1 | -2.4
O=C(c1cccc(Cl)c1)N1CCC(N2CCC(C(=O)N3CCCC3)CC2)CC1 | 2.5 | -4.0 | -11.9 | 2.4 | -3.3 | 3.1 | 0.8 | -0.3 | -7.3
Cc1c(N=Nc2ccc(O)cc2)c(=O)n(-c2ccccc2)n1C | -0.8 | -5.1 | -2.3 | -2.9 | -0.7 | 1.8 | -0.6 | -0.1 | -4.1
O=C(COC(=O)/C=C/c1ccc(C(F)(F)F)cc1)NC1CC1 | -10.6 | -1.1 | 0.1 | -6.6 | 1.2 | -20.4 | 1.1 | 2.2 | -0.7
Cc1cc(O)ccc1NC(=O)c1ccccc1 | -0.7 | -1.4 | -4.3 | 8.0 | 1.7 | -0.4 | 0.8 | 0.6 | -1.1
COc1cc(C(=O)NCCc2ccc(S(N)(=O)=O)cc2)cc(OC)c1OC | 2.1 | 0.9 | 2.7 | 3.8 | -2.0 | 1.6 | 2.2 | 4.0 | -5.9
CCN(CC)S(=O)(=O)c1cc(OC)c(C)cc1C | 3.1 | -4.0 | -1.8 | -1.6 | 2.3 | -0.2 | -3.9 | -0.4 | -1.1
CSc1nc(NCc2ccco2)c2ccccc2n1 | -3.2 | -0.4 | -3.2 | -6.6 | -3.9 | -3.7 | -2.0 | 0.9 | 1.0
Cc1cc(C)c(C#N)c(Sc2nnnn2-c2ccccc2)n1 | 3.1 | -0.6 | -1.1 | -3.6 | -0.9 | -1.7 | 1.0 | 0.3 | 3.4
CC(C)(C)NC(=O)c1oc2ccccc2c1COc1ccccc1 | -1.5 | 2.7 | -3.5 | -1.5 | -0.6 | -9.2 | -0.1 | -0.7 | -4.7
CCCCNS(=O)(=O)c1ccc(OC)c(Cl)c1Cl | -4.3 | 10.2 | -6.8 | 6.0 | 5.7 | -7.3 | 1.1 | 0.6 | 0.3
CC(C)(C)NC(=O)C(c1ccncc1)N(C(=O)C1CSC(=O)C1)c1ccccc1 (stereo not drawn) | 2.7 | -5.4 | 5.4 | 17.1 | 4.1 | 3.8 | -9.4 | 0.9 | 5.5

A few values from above.
GSTO1 inh result of COc1ccc(/C=N/NC(=O)c2cccnc2)cc1CN1CCc2cc(OC)c(OC)cc2C1C (stereo not drawn) : 5.0
Fam108B inh result of COc1ccccc1N(C)S(=O)(=O)c1ccc(C(=O)NC(C)(C)C)cc1 : -2.8

Other entries.
SMILES | BCLXL inh | GLD-1 RNA inh | PME-1 inh | GSTO1 inh | Fam108B inh | MCL1-BIM inh | TPT1 inhibitor | MEX-5 binding | PAD4 FP inh
COc1ccc(NCC(=O)N/N=C/C2CCCCC2)cc1 | 3.5 | 2.6 | -0.3 | 1.6 | 5.0 | 2.5 | -2.0 | -2.6 | 1.1
N#Cc1c(N2C(=O)Nc3ccccc3N2O)sc2c1CCCC2 | 2.5 | 6.7 | 1.2 | -0.8 | -1.8 | 2.9 | 2.2 | 1.6 | -1.3
CC(C)OCCCNC(=O)c1cn(C)c2ccc(S(=O)(=O)N3CCCC3)cc2c1=O | 5.0 | -2.2 | -7.7 | 6.4 | 3.4 | 2.8 | -3.4 | 1.9 | -3.7
O=C(c1cccc(S(=O)(=O)N2CCOCC2)c1)N1CCN(c2ccc(F)cc2)CC1 | 2.1 | -5.5 | 0.8 | -5.8 | 1.9 | -3.1 | 2.0 | 2.7 | -3.4
CCC(Sc1nc2ccncc2[nH]1)C(=O)Nc1ccc(C)c(Cl)c1 (stereo not drawn) | -3.1 | 2.0 | -9.2 | -12.8 | -3.5 | -2.7 | 2.0 | -1.1 | -2.3
O=C(COC(=O)CCCN=C1NS(=O)(=O)c2ccccc21)NNC(=O)c1ccccc1 | -7.7 | 3.9 | 4.6 | 5.6 | -0.5 | 1.8 | 5.1 | -0.3 | -6.5
Cc1n(CC(O)COC2CCCCC2)c2ccccc2[n+]1C (stereo not drawn) | -10.3 | 2.2 | 5.7 | 6.0 | 0.4 | -19.8 | -2.0 | 3.3 | 1.4
COc1ccc(-c2cc3nc(C)c(CCC(=O)N4CCN(c5ccccn5)CC4)c(C)n3n2)c(OC)c1 | 4.5 | 6.6 | -2.0 | 7.6 | -6.8 | 0.5 | -0.2 | 1.2 | -1.6
COc1cccc(/C=C/C(=O)OCC(=O)Nc2ccc(Cl)c(S(=O)(=O)N(C)C)c2)c1OC | -15.1 | -2.5 | -18.7 | -1.3 | -26.1 | -12.9 | 5.7 | -3.3 | -3.2
Cn1c(=O)cc(OCC(=O)NC2CCCCC2)c2ccccc21 | 1.6 | 4.4 | -10.3 | -21.4 | -5.4 | -0.9 | 1.2 | -3.5 | -1.8
CC1(c2ccccc2)NC(=O)N(CC(=O)NC(=O)NC2CCCC2)C1=O (stereo not drawn) | 4.6 | -1.1 | -4.3 | -2.4 | -2.5 | 1.4 | -3.6 | 0.1 | -0.8
CCC(Cc1ccccc1)NC(=O)CN1C(=O)CSc2ncccc21 (stereo not drawn) | 2.7 | -1.2 | -4.3 | 3.0 | 1.7 | -0.5 | -0.1 | -0.5 | 0.2
CC(C)C(=O)Nc1cccc(NC(=S)NC(=O)c2cccs2)c1 | 6.9 | 5.1 | -14.9 | 7.7 | -2.2 | 13.5 | -6.6 | -5.1 | -4.7
O=C(COc1ccc(Cl)cc1)Nc1ccc2oc(=O)ccc2c1 | 4.7 | 5.6 | -10.1 | -0.1 | -1.4 | -1.8 | -0.7 | 0.9 | 2.1
CC(=O)Nc1nc(C)c(-c2nc3ccc([N+](=O)[O-])cc3[nH]2)s1 | -0.6 | 0.1 | -4.5 | -4.4 | 3.2 | 0.1 | -4.5 | 0.3 | 0.7
Nc1nc(Sc2c([N+](=O)[O-])cc(C(F)(F)F)cc2[N+](=O)[O-])n[nH]1 | 3.5 | 10.1 | -3.6 | 25.2 | -6.4 | 0.9 | -2.6 | -6.7 | -1.1
CCc1cccc2c(=O)c(C(=O)N3CCCCCC3)c[nH]c12 | -0.7 | 9.1 | -1.1 | 8.1 | 0.7 | 1.9 | -2.3 | 3.2 | -0.5
COc1ccc(CNC(=O)C2CC(=O)N(C3CCCCC3)C2)cc1 (stereo not drawn) | 0.8 | 1.5 | 0.8 | 4.0 | -5.0 | 1.0 | 1.8 | 0.3 | -1.6
Cc1cc(C)c(S(C)(=O)=O)c(Oc2ccc(C(C)(C)C)cc2)n1 | -1.0 | -3.9 | -2.3 | -1.0 | -0.9 | -5.6 | 2.8 | 1.2 | 2.2
Cc1[nH][nH]c(=O)c1C=NCc1cccc(C(F)(F)F)c1 | -0.3 | 3.3 | 2.1 | 2.4 | 4.1 | -1.4 | 2.1 | 0.6 | -3.1
COC(=O)c1oc2nc(C)cc(C)c2c1N | 1.2 | 7.5 | 4.3 | -1.7 | 1.2 | 1.1 | -1.0 | 1.4 | -1.5
O=c1nc2ccccn2c2ccc(S(=O)(=O)N3CCCCC3)cc12 | 4.7 | 0.4 | 5.3 | 1.1 | 1.9 | 5.9 | 1.3 | 4.5 | 1.8
NC(=O)NC(c1ccccc1)c1ccccc1F (stereo not drawn) | -1.3 | 2.4 | 4.0 | -1.0 | 1.0 | 1.6 | 1.2 | -0.9 | -0.5
Cc1cc(C)cc(NC(=S)Nc2cccc3ccccc23)c1 | 10.9 | 2.3 | 4.5 | -1.3 | -0.7 | 12.4 | -3.1 | 2.2 | -3.4
Cc1ccccc1NS(=O)(=O)c1ccc(C(=O)NCC2CCCO2)cc1 (stereo not drawn) | 2.3 | -2.7 | -3.9 | 6.8 | -1.1 | 7.1 | 0.0 | 2.3 | 0.3
